Kir21 inh = blocks the mouse Kir2.1 inward-rectifier potassium channel | B-score at 10 µM | AID 1672 | P35561 | HEK293-Kir2.1, FluxOR thallium flux fluorescence; stronger effect = lower value | 0.85% of 310,000 active;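 active = fluorescence ratio B-score at or below minus 3 SD of library scores, with starting-brightness B-score within 2 SD, cut at about -4.2 in these data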;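 note: channel flux triggered by added potassium and thallium sulfate stimulus; B-score of peak minus minimum fluorescence over baseline after thallium stimulus; more negative B-score means stronger Kir2.1 block with less thallium influx; some compounds called inactive have numbers as strong as hits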
Target sequence (P35561 whole entry, looked up): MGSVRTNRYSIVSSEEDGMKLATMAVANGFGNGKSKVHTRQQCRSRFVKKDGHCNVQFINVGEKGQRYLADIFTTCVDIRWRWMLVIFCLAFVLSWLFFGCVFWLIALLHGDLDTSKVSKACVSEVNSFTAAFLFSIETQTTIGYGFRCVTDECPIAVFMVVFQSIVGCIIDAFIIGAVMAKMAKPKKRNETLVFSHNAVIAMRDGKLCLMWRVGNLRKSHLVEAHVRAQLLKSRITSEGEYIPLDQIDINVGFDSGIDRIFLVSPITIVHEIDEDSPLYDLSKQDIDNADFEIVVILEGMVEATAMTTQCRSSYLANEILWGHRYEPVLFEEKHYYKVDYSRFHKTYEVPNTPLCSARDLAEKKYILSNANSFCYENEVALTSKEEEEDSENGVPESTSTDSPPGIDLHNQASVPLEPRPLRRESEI
KCNQ2 block = KCNQ2 channel blockers in CHO-K1 cells – cell-based, FluxOR thallium flux, B-score, primary screen (AID 2156); O88943; 20 min; stronger effect = lower value; B-score at 10 µM; 1.1% of 310,000 active;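 active = fluorescence ratio B-score at most minus 3 library SDs, with starting brightness B-score within 2 library SDs, cut at about -5.5 in these data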
CHT block = human CHT choline transport inhibition; CHT-expressing cells, membrane potential dye, choline response; stronger effect = lower value; B-score at 10 µM; 0.86% of 310,000 active; Q9GZV3;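 active = B-score over 3 SD under the library average, and starting fluorescence ratio not unusually high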;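 note: choline stimulus applied at its EC90 after an EC20 pre-addition; B-score computed on integrated fluorescence ratio after choline addition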
Target sequence (Q9GZV3 whole entry, looked up): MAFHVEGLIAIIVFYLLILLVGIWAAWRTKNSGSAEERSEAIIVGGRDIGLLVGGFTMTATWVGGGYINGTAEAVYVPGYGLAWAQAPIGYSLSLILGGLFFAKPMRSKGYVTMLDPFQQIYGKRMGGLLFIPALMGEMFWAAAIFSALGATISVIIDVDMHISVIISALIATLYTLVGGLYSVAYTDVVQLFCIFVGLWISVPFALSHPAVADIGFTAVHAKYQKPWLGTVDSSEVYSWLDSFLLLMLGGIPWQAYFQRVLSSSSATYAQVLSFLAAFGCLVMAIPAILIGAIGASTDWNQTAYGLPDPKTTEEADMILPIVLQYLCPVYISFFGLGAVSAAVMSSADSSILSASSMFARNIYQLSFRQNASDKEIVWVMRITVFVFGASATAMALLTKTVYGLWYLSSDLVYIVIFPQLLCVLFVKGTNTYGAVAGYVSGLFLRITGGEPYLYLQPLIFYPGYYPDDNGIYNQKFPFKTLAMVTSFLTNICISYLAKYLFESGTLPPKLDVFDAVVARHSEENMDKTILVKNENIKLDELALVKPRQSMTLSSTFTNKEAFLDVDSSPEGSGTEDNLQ
Active calls of the source: *; i = inactive; · = no result given.

Kir21 inh	CHT block	KCNQ2 block	Compound
-11	i	i	CN(C)c1ccc(/C=C/c2cc[n+]([O-])cc2)cc1
0.02	i	i	CCCCN(C(=O)NC(=O)Nc1ccccc1C)S(C)(=O)=O
-0.08	i	i	Cc1ccc2cc(C)c(SCC(=O)Nc3cc(C)on3)nc2c1
1.1	i	i	COc1ccc(NC(=O)Cn2nc(C)c([N+](=O)[O-])c2C)cn1
-0.15	i	i	Cc1cc(C)n(-c2ncnc3sc(C)c(C)c23)n1
0.4	i	i	C=CCN(C(=O)CNC(=O)c1ccco1)C(C(=O)NC1CCCCC1)c1ccccc1F (configuration not stated)
0.61	i	i	CCOc1cc(C2Nc3ccccc3C(=O)N2c2ccccc2)c(Br)cc1OCC(=O)O (configuration not stated)
-0.04	i	i	O=C(NC1CCCC1)C(c1ccncc1)N(C(=O)Cc1cccs1)c1ccccc1 (configuration not stated)
-0.23	i	i	CCn1cc(C(=O)OCC(=O)c2cc(C)n(-c3ccc(OC(F)F)cc3)c2C)c(=O)c2ccc(C)nc21
0.07	i	i	O=C(COC(=O)C1COc2ccccc2O1)NC(=O)Nc1ccc2c(c1)OCCO2 (configuration not stated)
-3.1	i	i	COc1ccc(/C=C2\SC(=O)N(CCC(=O)NCCCn3ccnc3)C2=O)cc1
-0.02	i	i	CCC(C)NC(=O)CCc1c(C)nc2nc(-c3cc(OC)cc(OC)c3)nn2c1C (configuration not stated)
0.31	i	i	O=C(NS(=O)(=O)Oc1ccc(F)cc1F)OC[C@@H]1CCCN2CCCCC12 (some centres not stated)
-0.33	i	i	Cc1cnc([N+](=O)[O-])n1CCOC(=O)NC(=O)c1ccc(C(F)(F)F)cc1
0.47	i	i	O=C1CCC(/C=C/c2ccccc2)=NN1Cc1ccc(Cl)c(Cl)c1
1.2	i	i	COc1cc(OC)c(C2=NOC(C(=O)NCCc3ccccc3)C2)cc1Cl (configuration not stated)
-0.51	i	i	COc1ccc(S(=O)(=O)NCc2ccccn2)cc1OC
0.46	i	i	CCn1nc(NC(=O)c2ccco2)c2cc3cc(C)ccc3nc21
-0.81	i	i	Oc1ccc(-c2cnns2)c(O)c1
-1.1	·	i	CC(=O)c1ccc(OCC(=O)NC2CCCN(Cc3ccccc3F)C2)cc1 (configuration not stated)
-1.1	i	i	CCN(CC)C(=O)CN(c1ccc(C)cc1)S(=O)(=O)c1ccc(SC)cc1
-0.08	i	i	O=C(CN1CCc2ccccc21)NC(=O)NCc1ccccc1
2	i	i	CCOC(=O)CNc1nc(C#N)nc(N2CCOCC2)n1
-1.3	i	i	Cc1ccccc1Nc1cc2ccccc2c(=O)[nH]1
-0.91	i	i	CCC(=O)c1c(NC(C)C)cc(C)oc1=O
-1	i	i	O=c1[nH]c(CN2CCOCC2)nc2scc(-c3ccccc3)c12
1.5	i	i	CN(CC(=O)Nc1ccccc1C(F)(F)F)C(=O)c1cc(-c2cccs2)nn1-c1ccccc1
0.32	i	i	COc1ccc(N2CC(C(=O)OCC(=O)Nc3cc(C)on3)CC2=O)cc1 (configuration not stated)
0.7	i	i	CCNC(=O)NC(=O)COC(=O)c1cccc(NS(=O)(=O)/C=C/c2ccccc2)c1
-0.1	i	i	Cc1ccc(CN(Cc2ccco2)C(=S)Nc2ccccc2C)cc1
-1.4	i	i	Cn1c(=O)oc2cc(S(=O)(=O)NCCC(=O)NCCc3ccc(Cl)cc3)ccc21
0.83	i	i	COc1ccc(/C=C2\SC(=S)N(CCC(=O)Nc3ccc(C(=O)O)cc3)C2=O)cc1OC
-0.66	i	i	CCc1ccccc1NC(=O)c1noc(C(C)C)c1[N+](=O)[O-]
-0.24	i	i	COc1ccccc1OCCSc1nc2ccccc2c(=O)[nH]1
3.4	i	i	CSc1sc(C(=O)O)c2c1C(=O)CC(C)(C)C2
0.01	i	i	N/C(CN1CCCC1=O)=N\O
-1.4	i	i	Cc1ccc(NC(=O)[C@H](NC(=O)[C@@H]2Cc3ccccc3CN2)c2ccccc2)cc1
-0.1	i	i	O=C(NCCO)c1cc2c([nH]c3ccccc32)c(-c2ccccc2)n1
-0.93	i	i	Cc1ccc(Nc2nnc(SCC(=O)Nc3cccnc3Cl)s2)cc1C
-0.41	i	i	CC(=O)N(c1ccc2oc(=O)sc2c1)S(=O)(=O)c1ccc(C)cc1
-3	i	i	O=C(COc1ccc(/C=C\[N+](=O)[O-])cc1)N1CCOCC1
0.01	i	i	CC(C)N1CCN(Cc2ccncc2)CC1CCO (configuration not stated)
0.8	i	i	O=C(O)CCC(=O)c1ccc2ccc3cccc4ccc1c2c34
-0.97	i	i	CC1(OC(=O)C2CCCC2)C(=O)C=C2C=C(c3ccc(C#N)cc3)OC=C2C1=O (configuration not stated)
0.91	i	i	COCCCNC(=S)NNC(=S)NCCCOC
-0.02	i	i	CCc1ccc(N(C(=O)c2snc(C(N)=O)c2N)C(C(=O)NCC2CCCO2)c2ccco2)cc1 (configuration not stated)
0.24	i	i	O=C(CC1C(=O)N(c2ccccc2)C(=S)N1c1ccccc1)c1ccccc1 (configuration not stated)
-0.05	i	i	Cc1cccc(NC(=O)Cn2nnc(-c3ccc(CN4CCCC4)cc3)n2)c1C
0.85	i	i	CN1CCC(=NNC(=O)C(=O)Nc2ccccc2F)CC1
0.48	i	i	CN1C(=O)C(C)(C)c2cc(S(=O)(=O)N3CCCC(C(=O)NCc4ccc(Cl)cc4)C3)ccc21 (configuration not stated)

Shown with tabs: 2 of the compounds above.
mol	Kir21 inh	CHT block	KCNQ2 block
CSc1sc(C(=O)O)c2c1C(=O)CC(C)(C)C2	3.4	i	i
N/C(CN1CCCC1=O)=N\O	0.01	i	i

Single records (already shown). Order of values: Kir21 inh	CHT block	KCNQ2 block
`Cc1ccc(NC(=O)[C@H](NC(=O)[C@@H]2Cc3ccccc3CN2)c2ccccc2)cc1` in the list: -1.4	i	i
`CC(C)N1CCN(Cc2ccncc2)CC1CCO` (configuration not stated) in the list: 0.01	i	i
`Cc1cccc(NC(=O)Cn2nnc(-c3ccc(CN4CCCC4)cc3)n2)c1C` in the list: -0.05	i	i
`O=C(CC1C(=O)N(c2ccccc2)C(=S)N1c1ccccc1)c1ccccc1` (configuration not stated) in the list: 0.24	i	i
`N/C(CN1CCCC1=O)=N\O` in the list: 0.01	i	i

(list continues)
Kir21 inh	CHT block	KCNQ2 block	Compound
1.1	i	i	Cc1nc2sccn2c(=O)c1S(=O)(=O)Nc1ccc(N2CCN(S(C)(=O)=O)CC2)cc1
0.53	i	i	NC(=O)c1ccc(NC(=O)CN2CCN(Cc3ccccc3)CC2)cc1
0.62	i	i	COc1ccc(-c2nnc3sc(C4CCCCC4)nn23)cc1OC
0	i	i	Cc1cc(=O)oc2cc(OC(=O)c3nn(C(C)C)c(=O)c4ccccc34)ccc12
-0.81	i	i	O=C(NCCc1nc2ccccc2[nH]1)c1ccc(F)cc1
0	i	i	COCCn1c(SCC(=O)OC(C)C)nnc1-c1ccccc1
0.34	i	i	COc1ccc(S(=O)(=O)NCC2CCCN(C(=O)CN3CCCCC3)C2)cc1 (configuration not stated)
0.03	i	i	O=C(Nc1ccc2oc(-c3ccncc3)nc2c1)c1ccccc1F
2.2	i	i	O=C(CCN1C(=O)/C(=C/c2ccccc2Cl)SC1=S)N1CCOCC1
-0.97	i	i	CCCC1=C(C(=O)OCC)C(c2ccc(NC(C)=O)cc2)NC(=O)N1 (configuration not stated)
-0.18	i	i	c1ccc(-c2ccnc3ncnn23)nc1
-1.1	i	i	Cc1ccc(OC(C)C(=O)Nc2ccc(S(=O)(=O)Nc3cc(C)on3)cc2)cc1 (configuration not stated)
0.02	i	i	CN(C)S(=O)(=O)c1ccc(Nc2ccc(-c3ccc4c(c3)OCCO4)nn2)cc1
0.38	i	i	c1ccc2oc(-c3csc(NCC4CCCO4)n3)cc2c1 (configuration not stated)
-1.1	i	i	COc1ccc(C(=O)CN2CCN(c3ccc(F)cc3)CC2)cc1OC
0.13	i	i	COC(=O)c1cn(-c2ccccc2)c(=O)c2ccccc12
0.05	i	i	COc1cc2c(cc1OC)CN(C(=O)/C=C/c1ccccc1[N+](=O)[O-])CC2
-4.5*	i	i	OCCC1CN(Cc2ccc(-c3ccco3)cc2)CCN1Cc1ccsc1 (configuration not stated)
0.96	i	i	CN(C)S(=O)(=O)c1ccc2c(c1)c(=O)c(C(=O)NCCCN1CCCCCC1)cn2C
0.01	i	i	CSc1nc(N)nc(SCC(=O)Nc2cccc(F)c2)c1C#N
0.07	i	i	Cc1ccc(C)c(NC(=O)CSc2nnc(-c3n[nH]c4ccccc34)o2)c1
0.08	i	i	CC(C)(CC(=O)O)CC(=O)N1CCN(c2cc(C(F)(F)F)nc3ccccc23)CC1
2	i	i	O=C(Nc1ccon1)c1csc2c1CCCC2
0.34	i	i	Cc1ccc(OCCNC(=O)c2ccccc2F)cc1
2.2	i	i	Cc1ccc(/C=N/NC(=O)CSc2nnc(-c3ccc(Cl)cc3)n2-c2ccc(Cl)cc2)o1

Reformatted as labelled records: entries from further up.
Cc1nc2sccn2c(=O)c1S(=O)(=O)Nc1ccc(N2CCN(S(C)(=O)=O)CC2)cc1
  Kir21 inh: 1.1 | CHT block: i | KCNQ2 block: i

NC(=O)c1ccc(NC(=O)CN2CCN(Cc3ccccc3)CC2)cc1
  Kir21 inh: 0.53 | CHT block: i | KCNQ2 block: i

COc1ccc(-c2nnc3sc(C4CCCCC4)nn23)cc1OC
  Kir21 inh: 0.62 | CHT block: i | KCNQ2 block: i

Cc1cc(=O)oc2cc(OC(=O)c3nn(C(C)C)c(=O)c4ccccc34)ccc12
  Kir21 inh: 0 | CHT block: i | KCNQ2 block: i

The results go on:
Kir21 inh	CHT block	KCNQ2 block	Compound
0.03	i	i	CC(C)COC(=O)n1c(SCC(N)=O)nc2ccccc21
1.3	i	i	CCc1nnc(NC(=O)c2cccc(S(=O)(=O)N3CC(c4ccccc4)CC3=O)c2)s1 (configuration not stated)
1.7	i	i	COC(=O)c1sc(N)c(C(=O)OC)c1COC(=O)c1c(C)noc1C
0.68	i	i	CCOc1ccc(N(C(C)=O)C2C=CS(=O)(=O)C2)cc1 (configuration not stated)
1.2	i	i	Cc1cc(C#N)c(SCC(N)=O)nc1-c1ccc(F)cc1
0.46	i	i	CN(C)C(CNC(=O)CCOc1ccccc1)c1ccco1 (configuration not stated)
-0.14	i	i	CCOc1ccccc1N(CC(=O)Nc1cc(OC)ccc1OC)S(=O)(=O)c1ccccc1
1.1	i	i	COc1cccc(NC(=O)CCCn2c(=O)[nH]c3ccccc3c2=O)c1
-0.1	i	i	Cc1ccccc1CSCCNC(=O)c1ccccc1
-0.38	i	i	COc1ccc(-c2c(C)nn3c(N4CCC(C(=O)N5CCCCC5)CC4)cc(C)nc23)cc1OC
0.59	i	i	CCOC(=O)c1cc(NC(=O)c2ccco2)ccc1N1CCOCC1
1.2	i	i	Cc1nn(CCC#N)c(N)c1C1(O)C(=O)Nc2c(Cl)cc(Cl)cc21 (configuration not stated)
-1.2	i	i	COCCN(C(=O)C(=O)NC1CCCC1)C(C(=O)NC1CCCC1)c1ccccc1F (configuration not stated)
-0.01	i	i	O=C1CCCN1CCC1CCN(C2CC(=O)N(c3ccc(F)cc3)C2=O)CC1 (configuration not stated)
0.19	i	i	CN1CCN(S(=O)(=O)c2cccc(C(=O)NCCC3=CCCCC3)c2)CC1
-0.62	i	i	N#Cc1c(N2CCSCC2)nsc1-c1ccccc1Cl
-2.4	i	i	CCc1nnc(NC(=O)c2ccc(COc3ccccc3Cl)o2)s1
-0.9	i	i	COc1ccc(/C=N/OCC(=O)N(Cc2ccccc2)c2ccccc2C(=O)O)cc1
-0.82	i	i	O=C(Nc1ccc2c(c1)C(=O)OC2)c1ccccc1Cl
0.86	i	i	Cc1nc(N2CCOCC2)sc1C=O
2.2	i	i	O=C(NN=C1CCN(Cc2ccccc2)CC1)c1ccccc1
-0.22	i	i	CS(=O)(=O)c1ccccc1-c1nnc(-c2ccc(Cl)cc2)o1
-3.4	i	i	COc1cccc(C(=O)OCCCOC(=O)c2cccc(OC)c2OC)c1OC
1.1	i	i	COCCNc1nnc(Cc2ccc(OC)c(OC)c2)c(=O)[nH]1
-0.33	i	i	CCOc1ccccc1NC(=O)CSc1nnnn1-c1ccccc1
1.7	i	i	Cc1ccn2c(=O)nc(SCC(=O)c3ccc(Cl)cc3)nc2c1
-1.5	i	i	COc1ccc(CNC(=O)Cn2ccc3cc(S(=O)(=O)N4CCCC4)ccc32)cc1OC
0.82	i	i	Cn1c(CC(=O)Nc2ccc(Cl)cc2)nnc1SCC(=O)N1CCOCC1
0.46	i	i	COc1ccc(CC(=O)Nc2c3c(nn2C(C)(C)C)CS(=O)(=O)C3)cc1
1.1	i	i	CCc1ccc(CCC(=O)Nc2nccs2)o1
-0.01	i	i	COCCCNC(=O)Cn1cc(C(C)=O)c2ccccc21
1.3	i	i	Cc1ccc(S(=O)(=O)C(C)C(=O)NCCS(=O)(=O)c2ccc(Cl)cc2)cc1 (configuration not stated)
1.1	i	i	O=C(CN(c1ccc(F)cc1)S(=O)(=O)c1ccc2c(c1)OCCO2)NCc1ccncc1
2.2	i	i	CCC(C)NC(=O)N[C@@H](CCSC)C(=O)O (some centres not stated)
-2.8	i	i	O=C(NCC1CCCCC1)c1cccc(-c2ccc(O)cc2)c1
0.04	i	i	O=C(Nc1ccccn1)c1ccc([N+](=O)[O-])cc1Cl
0.01	i	i	COc1ccccc1-n1cn[nH]c1=S
-0.68	i	i	CN1CCC(N(C)C(=S)Nc2ccc(SC(F)F)cc2)CC1
